m-calpain inh = inhibitors of pig calpain II, primary screen, biochemical, fluorogenic peptide substrate, 1536-well | purified calpain II, 30 min | inhibition, % at 16 µM | 0.37% of 220,000 active | AID 1236, 2008;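 active means inhibition above about 50%, limit read from the data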
Rad51 HR inh = human RAD51 strand exchange inhibitors, primary screen, biochemical, fluorescence; DNA repair protein RAD51 homolog 1 (Homo sapiens), Q06609; hRad51 DNA strand exchange, fluorescence dequenching; inhibition, % at 10 µM; 0.085% of 200,000 active;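 active means inhibition above 40% at the single screening dose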;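 further: 0% = DMSO control wells and 100% = blanks with heterologous ssDNA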
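Test system – preformed human Rad51 ssDNA filaments · Reagent – Donor/quencher-labelled 47-bp dsDNA substrate · Incubation – 37 °C 15-min filament assembly, 30-min compound preincubation, 15-min exchange · Signal – FRET fluorescence dequenching, excitation 485 nm, emission 520 nm · Read-out – percent inhibition from fluorescence, normalised to plate control and blank means · Benchmarks – plate control and blank wells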
Mdm2 ligase inh = MDM2-luciferase reporter signal enhancers, primary screen, MDM2 E3 ligase inhibitor project, cell-based, luminescence, 1536-well; cell-based MDM2 ubiquitination luciferase reporter, 2 h; 0 = plate control, 100 = twice control, blank-subtracted; signal enhancement, % at 5 µM; 0.11% of 210,000 active;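 active means signal enhancement of 30% or more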;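 further: luminescence tracks abundance of the self-degrading MDM2-luciferase fusion protein; higher signal means inhibition of MDM2 E3 ligase activity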
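Assay system: stable mammalian line carrying autodegrading MDM2–luciferase fusion reporter; Input: 2000 cells in each well; Compound dosing: single-point 5 µM; Schedule: 2 h compound exposure at 37 °C; Signal: SteadyLite luciferase luminescence after 15 min room-temperature reagent incubation; Evaluation: % luminescence enhancement versus blank-corrected plate control mean; Benchmarks: plate controls and plate blanks.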
TNF death inh = inhibitors of TNF-alpha triggered necroptosis, primary screen, cell-based, Jurkat FADD-/-, single concentration | Jurkat FADD-/- TNF necroptosis rescue, ATP luminescence, 24 h; 0 = TNF only, 100 = no-TNF cells | activation (protection from cell death), % at 10 µM | 0.068% of 220,000 active | AID 463075, 2010;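 active means activation, meaning protection from cell death, of at least 50% relative to plate controls; inactive means activation below 50%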;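 further: necroptosis triggered by 40 ng/mL TNF-alpha added together with compound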
eIF4E-4G inh = eIF4E–eIF4G protein interaction inhibitors, primary screen, biochemical, uHTS, TR-FRET, eIF4GI fragment; TR-FRET eIF4E-eIF4GI(517-606) binding, 2 h; Eukaryotic translation initiation factor 4E (Mus musculus) + Eukaryotic translation …; 0.37% of 220,000 active; inhibition, % at 21.7 µM; AID 782, 2007;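 active means inhibition above about 30%, limit read from the data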;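 further: 0% = full FRET control wells and 100% = background wells lacking eIF4GI fragment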
Target sequence (P63073 whole entry, looked up, the tested form may be a part): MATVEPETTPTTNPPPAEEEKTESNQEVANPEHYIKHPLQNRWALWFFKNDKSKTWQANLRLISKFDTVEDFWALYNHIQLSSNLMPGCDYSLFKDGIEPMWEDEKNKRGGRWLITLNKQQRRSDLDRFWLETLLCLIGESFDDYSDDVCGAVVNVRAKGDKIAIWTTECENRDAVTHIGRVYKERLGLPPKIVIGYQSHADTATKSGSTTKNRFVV
Target sequence (Q04637 whole entry, looked up, the tested form may be a part): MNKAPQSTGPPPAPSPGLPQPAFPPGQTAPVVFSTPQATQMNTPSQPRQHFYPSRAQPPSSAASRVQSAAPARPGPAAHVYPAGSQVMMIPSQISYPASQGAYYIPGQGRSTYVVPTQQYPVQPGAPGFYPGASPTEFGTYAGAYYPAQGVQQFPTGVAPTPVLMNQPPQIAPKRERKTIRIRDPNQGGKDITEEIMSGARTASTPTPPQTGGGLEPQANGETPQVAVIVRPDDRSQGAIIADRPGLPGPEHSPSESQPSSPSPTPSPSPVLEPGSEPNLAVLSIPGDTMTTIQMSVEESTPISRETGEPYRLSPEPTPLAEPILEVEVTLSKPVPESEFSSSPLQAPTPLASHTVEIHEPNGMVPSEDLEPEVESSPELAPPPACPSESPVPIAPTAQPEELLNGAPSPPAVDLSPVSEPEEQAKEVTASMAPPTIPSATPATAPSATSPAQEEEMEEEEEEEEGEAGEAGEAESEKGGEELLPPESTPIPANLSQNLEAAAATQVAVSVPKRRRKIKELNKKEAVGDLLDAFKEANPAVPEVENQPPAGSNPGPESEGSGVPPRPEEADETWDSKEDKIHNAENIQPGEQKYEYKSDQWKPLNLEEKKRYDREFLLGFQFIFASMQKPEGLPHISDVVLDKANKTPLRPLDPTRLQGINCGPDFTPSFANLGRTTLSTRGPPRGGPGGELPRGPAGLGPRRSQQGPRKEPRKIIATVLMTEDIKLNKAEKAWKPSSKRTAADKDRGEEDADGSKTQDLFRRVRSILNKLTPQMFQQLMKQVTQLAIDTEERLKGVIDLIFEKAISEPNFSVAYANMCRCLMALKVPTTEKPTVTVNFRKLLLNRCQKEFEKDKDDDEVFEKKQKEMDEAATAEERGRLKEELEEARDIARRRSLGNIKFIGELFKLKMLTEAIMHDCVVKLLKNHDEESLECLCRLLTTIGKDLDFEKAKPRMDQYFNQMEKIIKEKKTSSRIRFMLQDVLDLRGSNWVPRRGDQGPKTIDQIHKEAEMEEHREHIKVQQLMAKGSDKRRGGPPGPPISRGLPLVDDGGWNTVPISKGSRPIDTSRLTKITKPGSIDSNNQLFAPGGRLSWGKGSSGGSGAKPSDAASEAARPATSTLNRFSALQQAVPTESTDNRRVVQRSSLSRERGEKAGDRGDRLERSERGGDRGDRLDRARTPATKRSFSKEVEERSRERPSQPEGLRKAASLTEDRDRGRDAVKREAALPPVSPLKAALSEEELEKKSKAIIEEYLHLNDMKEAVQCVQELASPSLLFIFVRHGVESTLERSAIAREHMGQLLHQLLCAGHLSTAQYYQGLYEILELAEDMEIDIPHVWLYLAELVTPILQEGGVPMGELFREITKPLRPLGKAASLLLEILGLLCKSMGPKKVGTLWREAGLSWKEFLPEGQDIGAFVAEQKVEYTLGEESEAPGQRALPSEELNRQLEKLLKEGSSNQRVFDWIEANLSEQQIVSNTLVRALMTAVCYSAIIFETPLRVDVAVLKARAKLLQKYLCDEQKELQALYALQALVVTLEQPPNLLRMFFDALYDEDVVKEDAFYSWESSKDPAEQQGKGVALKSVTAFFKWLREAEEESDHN
PERK inhibitor = block of dimerizer-induced PERK translation repression, primary screen, PERK inhibitor project, CHO PERK-DD cells, SEAP luminescence, HTS; Eukaryotic translation initiation factor 2-alpha kinase 3 (Homo sapiens), Q9NZJ5; 0.17% of 220,000 active; inhibition, % at 5.6 µM; CHO PERK-DD fusion, SEAP luminescence translation reporter; AID 1416, 2008;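 active means inhibition above the mean inhibition of all tested compounds plus 3 SD, set separately per screening campaign, cut at about 2.9% in these data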;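 further: PERK kinase domain activated by AP20187 dimerizer at 100 nM; 0% = DMSO with dimerizer and 100% = rapamycin at 8.4 µM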
EBV gp42 block = Epstein-Barr virus gp42 inhibitors, primary screen, biochemical, uHTS, fluorescence polarization; 0.42% of 220,000 active; Fluorescence polarization binding assay, mP read-out; AID 1085, 2008; inhibition, % (tested at 21.74 µM); in the data active means inhibition above about 50%
zVAD death inh = inhibitors of zVAD-triggered necroptosis, primary screen, L929 cells; L929 zVAD necroptosis rescue, ATP luminescence, 24 h; with zVAD 60 µM; viability rescue, % at 10 µM; 0.38% of 220,000 active;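 active means activation, scaled between plate controls, above about 75%, limit read from the data; inactive means activation under that limit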;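 further: 0% = zVAD with DMSO and 100% = DMSO alone without zVAD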
Cl transport mod = KCC2 cotransporter modulators, thallium flux, primary screen, cell-based, HEK293 KCC2, FluoZin-2 fluorescence, MLSMR | AID 1456, 2008 | 2.2% of 190,000 active | B-score of Tl+ flux slope (higher = more flux/activation; lower = inhibition) at 10 µM | KCC2 cells, thallium flux FluoZin-2 fluorescence;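 active means thallium flux slope and its plate-corrected score both differing from the plate sample mean at a set confidence after two filtering rounds, in either direction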;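 further: slope of fluorescence scaled to starting intensity during 10 to 20 s after thallium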
* = called active by the depositor; / = no result given; [ ] = dose if it differs, or a comment.

SMILES	m-calpain inh	Rad51 HR inh	Mdm2 ligase inh	TNF death inh	eIF4E-4G inh	PERK inhibitor	EBV gp42 block	zVAD death inh	Cl transport mod
CCOc1ccccc1NC(=O)C(OC(=O)c1ccccc1NS(=O)(=O)c1cccs1)c1ccccc1 (configuration not stated)	-34	-5	9	1.7	8	-0.3	-17	0.9	0.16
COc1cc(C(=O)c2ccccc2)c(OC)cc1C(=O)Nc1ccc(O)cc1	-5	3	-2	-2.3	2	0.8	0	1.8	-0.45
CCOc1cc(/C=C\c2[nH]c(=O)[nH]c(=O)c2[N+](=O)[O-])ccc1OC(C)CC (configuration not stated)	-20	3	-12	-1.3	-2	0.2	-10	0.8	0.95
CN(Cc1ccccc1)c1nc(-c2cccc([N+](=O)[O-])c2)nc2ccccc12	25	-3	-3	2.0	-7	-0.1	11	0.4	-0.65
CC(C(=O)NCC1CCCO1)n1cccc1C(=O)c1ccccc1 (configuration not stated)	-4	-17	0	-2.6	-2	0.1	-10	0.2	-0.91
COc1ccc(C2CC(c3ccc(OC)c(OC)c3)=NN2S(C)(=O)=O)cc1 (configuration not stated)	-19	16	-55	-0.3	0	-1.8	-13	-0.2	-0.02
CCCN1CCN(CCCNC(=O)C2CCCN(c3nnc(-n4cccc4)s3)C2)CC1 (configuration not stated)	-10	7	8	-2.9	7	-0.1	-19	-0.3	-0.018
Cc1cc(C)c2cc(C#N)c(N3CCCC3)nc2c1	-119	-7	19	-3.1	-5	0.2	-5	1.0	8.7*
Cc1cccc(/C=N\NC(=O)c2ccccc2-n2cccc2)c1	5	-27	-9	0.9	-1	1.5	-12	-0.9	-0.37
Clc1cccc(Cl)c1COc1ccccc1CNn1cnnc1	-3	-5	-7	-0.2	0	0.1	3	-0.1	-2.4
O=C(Nc1cc(C(F)(F)F)ccc1N1CCOCC1)c1cccnc1Cl	25	4	-15	0.3	7	-1.9	-7	-0.1	-0.61
Cc1ccc(-c2c[n+](CC(=O)Nc3ccccc3)c3n2CCC3)cc1	-5	8	-8	3.0	-3	-0.3	-12	1.6	0.64
COc1ccc(NCc2nnc(SCC(=O)Nc3cccc(C)c3)o2)cc1	-9	8	-9	-2.5	-10	0.6	-17	0.5	-0.0061
COCCN=c1scc(-c2cc(OC)ccc2OC)n1/N=C/c1c[nH]c2ccccc12	-12	-15	-3	1.8	1	-0.5	-18	4.7	-4.1
CC(C)(C)c1ccc(/C=N/NC(=S)Nc2cccnc2)cc1	21	-8	-94	-0.6	-1	-0.6	5	0.4	12*
CCO[C@H]1OC(C(=O)N2CCN(Cc3ccc4c(c3)OCO4)CC2)=C[C@@H](C2CC2)[C@@H]1CCCO	9	-6	/	1.2	1	1.5	-5	0.7	0.2
Cc1cccc(-c2noc(-c3ccc(Cl)cc3[N+](=O)[O-])n2)c1	13	-8	-23	1.7	0	0.6	-1	0.5	-0.059
Clc1ccc(N2COC3c4cccc5cccc(c45)C32)cc1 (configuration not stated)	-1	1	/	-1.2	-1	-0.7	-23	-0.1	0.11
N#Cc1ccc(C2=NC(C(F)(F)F)(C(F)(F)F)c3c(n(Cc4ccco4)c(=O)[nH]c3=O)N2)cc1	2	-8	-14	-2.2	0	0.6	-11	2.1	-0.74
COc1cccc(C(=O)Oc2cc(C)[nH]c(=O)c2[N+](=O)[O-])c1OC	11	/	/	-0.6	6	1.5	7	/	0.01
CN(CCCC(=O)NCc1ccco1)S(=O)(=O)c1ccccc1	-6	5	-15	-1.1	1	2.8	-19	1.0	2
CCc1ccc(Oc2ncnc(N)c2[N+](=O)[O-])cc1	5	5	-27	0.8	3	0.3	-6	5.3	-1.6
COc1ccc(OC)c(NS(=O)(=O)c2ccc3c(c2)CCC(=O)N3)c1	20	/	-8	-1.6	7	-1.1	-6	-0.3	/
CCOc1ccc(NC(=NCc2ccc3c(c2)OCO3)SC2CC(=O)N(c3ccc(C(=O)O)cc3)C2=O)cc1 (configuration not stated)	-10	-4	-1	3.1	2	1.5	0	1.4	-0.26
O=C(Nc1ccccc1C(F)(F)F)NC1CCCCC1	-1	0	-10	0.2	-1	-0.3	-12	0.8	-0.34
The list continues:
SMILES	m-calpain inh	Rad51 HR inh	Mdm2 ligase inh	TNF death inh	eIF4E-4G inh	PERK inhibitor	EBV gp42 block	zVAD death inh	Cl transport mod
CCOC(=O)c1c(C)[nH]c(C(=O)COC(=O)c2ccc(N3CCCC3=O)cc2)c1C	4	0	-18	-0.5	5	0.9	-17	1.5	0.65
CC1CCN(C(=O)COc2ccc(Nc3ccccc3)cc2)CC1	-7	8	13	0.8	0	1.2	-12	3.0	-0.77
Cc1ccc(-c2[nH]ncc2/C=N/n2c(C)nc3ccccc3c2=O)cc1	-36	13	2	-7.6	-1	-2.7	-14	2.3	0.21
CCOC(=O)CSc1nc2ccc(N3CCOCC3)cc2c(=O)n1Cc1ccc2c(c1)OCO2	-212	/	-4	1.5	-1	-0.1	-5	0.4	1.2
O=C(O)/C(=C\c1ccccc1OC(F)F)Sc1nnc(-c2ccc(F)cc2)o1	1	1	-15	-0.2	-4	0.3	-6	4.2	-3.1
CCCCCCCCNC(=O)c1ccc(C)cc1	49	1	-14	0.9	-3	0.7	3	2.0	-1.3
O=C(O)C1Cc2[nH]cnc2C(c2cccc([N+](=O)[O-])c2)N1 (configuration not stated)	-8	/	-17	-1.0	-3	0.2	-16	0.6	0.5
c1ccc2nc(N3CCOCC3)cnc2c1	-25	/	-26	-1.3	-1	0.6	-11	0.8	1.5
CCN(CC)CCOC(=O)c1ccccc1Br	-31	3	-2	-0.8	1	0.6	-7	2.2	-0.08
Cc1ccc(CNC(=O)C2C3C=CC4(CN(Cc5cccnc5)C(=O)C24)O3)cc1 (configuration not stated)	-5	-1	-26	0.6	-1[fluorescence artefact?]	1.8	-22	-0.1	1.7
Cc1ccnc2nc(C(=O)N3CCN(S(=O)(=O)c4ccccc4)CC3)nn12	5	-4	-7	0.4	19	0.4	-3	0.0	0.79
O=C(/C=C/c1ccc([N+](=O)[O-])cc1)NCc1ccc2c(c1)OCO2	-20	-5	2	0.9	2	1.5	-5	16	0.42
COc1ccc(CCN2CC34C=CC(O3)C(C(=O)NCc3ccccc3Cl)C4C2=O)cc1OC (configuration not stated)	16	-3	-32	1.5	-6	-1.3	-16	-0.2	1.1
Cc1ccccc1CSCCNC(=O)CCSc1ccccc1	15	5	1	-5.2	13[fluorescence artefact?]	1.0	3	0.3	-3.2
Brc1ccc(-c2nnc(-c3cccnc3)c3conc23)cc1	/	1	/	-1.9	/	0.7	/	0.0	0.58
O=S(=O)(c1ccccc1)c1nc(Nc2cccc(O)c2)sc1Cl	10	/	-6	0.8	2[fluorescence artefact?]	0.4	3	0.9	-0.87
Cc1cc(C)c(OCCN(C)C)c(Cl)c1	30	5	-18	1.5	-1	0.8	-2	0.4	-0.34
O=C(NCc1ccco1)Nc1ccc(OC(F)(F)F)cc1	13	17	-7	6.7	9	1.2	-15	2.7	-0.25
COc1ccccc1-n1nc(C)c(-c2ccccc2)c1N	-41	3	14	-0.7	0	0.9	-22	2.2	/
CC1(C)N=C(N)N=C(N)N1c1ccc(OCCCOc2ccccc2)c(Cl)c1	-16	2	-23	-26	3	-0.5	-7	0.2	-3
COc1cc(C(=O)Nc2ccc(Cl)c([N+](=O)[O-])c2)cc(OC)c1OC	13	8	13	2.6	-5	-0.2	0	1.8	1.1
CC(C(=O)Nc1ccccc1C(=O)N1CCOCC1)N(c1ccc(Cl)cc1)S(C)(=O)=O (configuration not stated)	19	6	-6	-0.6	4	0.0	4	1.7	0.42
COc1ccc(-c2cc3cc(OC)c(OC)cc3c(C)n2)cc1	-148	-7	/	2.3	-2	0.3	-2	-0.9	-0.56
Cc1ccc(C(CC(=O)NCCCN(C)C)c2ccc(OC(C)C)cc2)cc1 (configuration not stated)	21	/	-1	-1.5	0	-1.5	-5	0.1	-0.031
Cc1cccc(Cc2c(C)nc3c(C(=O)NCc4ccco4)cnn3c2C)c1	-114	/	5	-2.4	-4	-0.2	2	-0.2	-0.12
CCn1c(N2CCN(C(=O)NC3CCCCC3)CC2)nc2ccccc21	-5	3	-5	0.2	-4	-1.1	-10	-0.2	0.24
Cc1[nH]nc2c1/C(=N/O)CC(c1ccccc1)C2 (configuration not stated)	9	-1	-9	-1.1	-4	0.9	11	0.3	-1.1
CCOC(=O)c1nnn(-c2nonc2N)c1COc1ccccc1	-27	-8	-13	-0.4	1	0.1	-6	-0.2	-0.77
Cc1ccc(NC(=O)COC(=O)Cc2csc(-c3ccc(Cl)cc3)n2)cc1C	-1	-4	-27	8.2	-1[fluorescence artefact?]	1.3	-15	0.1	0.6

Some of the entries so far, with two lines to a compound:
Below each SMILES: m-calpain inh | Rad51 HR inh | Mdm2 ligase inh | TNF death inh | eIF4E-4G inh | PERK inhibitor | EBV gp42 block | zVAD death inh | Cl transport mod
CC(C(=O)Nc1ccccc1C(=O)N1CCOCC1)N(c1ccc(Cl)cc1)S(C)(=O)=O (configuration not stated)
    19 | 6 | -6 | -0.6 | 4 | 0.0 | 4 | 1.7 | 0.42
COc1ccc(-c2cc3cc(OC)c(OC)cc3c(C)n2)cc1
    -148 | -7 | / | 2.3 | -2 | 0.3 | -2 | -0.9 | -0.56
Cc1ccc(C(CC(=O)NCCCN(C)C)c2ccc(OC(C)C)cc2)cc1 (configuration not stated)
    21 | / | -1 | -1.5 | 0 | -1.5 | -5 | 0.1 | -0.031
Cc1cccc(Cc2c(C)nc3c(C(=O)NCc4ccco4)cnn3c2C)c1
    -114 | / | 5 | -2.4 | -4 | -0.2 | 2 | -0.2 | -0.12
CCn1c(N2CCN(C(=O)NC3CCCCC3)CC2)nc2ccccc21
    -5 | 3 | -5 | 0.2 | -4 | -1.1 | -10 | -0.2 | 0.24
Cc1[nH]nc2c1/C(=N/O)CC(c1ccccc1)C2 (configuration not stated)
    9 | -1 | -9 | -1.1 | -4 | 0.9 | 11 | 0.3 | -1.1
CCOC(=O)c1nnn(-c2nonc2N)c1COc1ccccc1
    -27 | -8 | -13 | -0.4 | 1 | 0.1 | -6 | -0.2 | -0.77
Cc1ccc(NC(=O)COC(=O)Cc2csc(-c3ccc(Cl)cc3)n2)cc1C
    -1 | -4 | -27 | 8.2 | -1[fluorescence artefact?] | 1.3 | -15 | 0.1 | 0.6

Bioassay records deposited in PubChem by several laboratories.
